# Screens from PubChem BioAssay.
# PAFAH1B3 FP inh: blocks human PAF acetylhydrolase 1B catalytic subunit 3; recombinant PAFAH1B3, FP-rhodamine probe, fluorescence polarization; inhibition, % at 3.39 µM; actives 0.28% (n = 340,000); Q15102;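 active = inhibition above the screen-wide average of all tested compounds plus 3 SD, cut at about 25% in these data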;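 also: 0% = enzyme with DMSO only and 100% = wells lacking PAFAH1B3 protein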
# Target sequence (Q15102 whole entry, looked up): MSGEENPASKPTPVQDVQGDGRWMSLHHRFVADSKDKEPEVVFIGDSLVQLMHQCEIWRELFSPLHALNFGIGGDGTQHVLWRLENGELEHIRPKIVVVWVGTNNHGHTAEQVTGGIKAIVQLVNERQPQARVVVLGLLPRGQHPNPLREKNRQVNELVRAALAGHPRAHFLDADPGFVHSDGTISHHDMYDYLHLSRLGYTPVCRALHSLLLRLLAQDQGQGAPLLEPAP
# GSTO1 inh: counter-screen for RBBP9 inhibitors: inhibitors of human GSTO1; actives 1.1% (n = 300,000); recombinant GSTO1, activity-based probe fluorescence polarization; inhibition, % at 5.96 µM; P78417;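 active = inhibition above the campaign mean inhibition plus 3 SD, cut at about 35% in these data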;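 also: 0% = GSTO1-1 with DMSO and 100% = wells lacking GSTO1-1 enzyme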
# PAFAH2 FP inh: inhibitors of human PAFAH2; Q99487; recombinant PAFAH2, FP-rhodamine activity probe, fluorescence polarization; inhibition, % at 3.39 µM; actives 0.99% (n = 340,000); AID 492956;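 active = inhibition above the mean over all tested compounds plus 3 SD, cut at about 30% in these data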;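 also: inhibitors block probe labeling of enzyme so polarization drops; 0% = enzyme with DMSO and 100% = wells lacking PAFAH2 protein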
# LYPLA2 counter: blocks human lysophospholipase 2, a PME1 counter-screen. O95372. AID 2177. inhibition, % at 5.9 µM. actives 0.38% (n = 320,000). recombinant LYPLA2, FP-Rh probe fluorescence polarization;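 active = inhibition above the screen-wide mean plus 3 SD, limit set per campaign, cut at about 26% in these data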;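 also: 0% = LYPLA2 with DMSO and 100% = wells lacking LYPLA2 enzyme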
# ZTA DNA inh: blocks Epstein-Barr virus ZTA, an EBNA-1 counter-screen; P03206; actives 0.15% (n = 320,000); inhibition, % at 11 µM; ZTA-DNA binding, fluorescence polarization; in the data active = inhibition above about 33%
# EBNA-1 inhibitor: blocks EBNA-1 binding to DNA; EBNA-1 DNA binding, fluorescence polarization; inhibition, % at 14.8 µM; actives 0.34% (n = 300,000); in the data active = inhibition above about 28%
# PREPL inh: human PREPL enzyme inhibition; Q4J6C6; actives 0.68% (n = 320,000); recombinant PREPL, fluorescence polarization activity-based probe; inhibition, % at 5.96 µM; in the data active = inhibition above about 43%;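 also: 0% = enzyme with DMSO and 100% = wells lacking enzyme; many of its hits are not listed in these tables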
# PAD4 inh: PAD4 (human) enzyme inhibition. Q9UM07. recombinant PAD4, RCA probe fluorescence polarization. inhibition, % at 6.36 µM. actives 0.41% (n = 330,000). AID 485272;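 active = percent inhibition above a cutoff equal to the mean of all tested compounds plus 3 SD, cut at about 15% in these data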;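 also: 0% = PAD4 with RCA probe and DMSO and 100% = probe without PAD4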
# Target sequence (Q9UM07 whole entry, looked up): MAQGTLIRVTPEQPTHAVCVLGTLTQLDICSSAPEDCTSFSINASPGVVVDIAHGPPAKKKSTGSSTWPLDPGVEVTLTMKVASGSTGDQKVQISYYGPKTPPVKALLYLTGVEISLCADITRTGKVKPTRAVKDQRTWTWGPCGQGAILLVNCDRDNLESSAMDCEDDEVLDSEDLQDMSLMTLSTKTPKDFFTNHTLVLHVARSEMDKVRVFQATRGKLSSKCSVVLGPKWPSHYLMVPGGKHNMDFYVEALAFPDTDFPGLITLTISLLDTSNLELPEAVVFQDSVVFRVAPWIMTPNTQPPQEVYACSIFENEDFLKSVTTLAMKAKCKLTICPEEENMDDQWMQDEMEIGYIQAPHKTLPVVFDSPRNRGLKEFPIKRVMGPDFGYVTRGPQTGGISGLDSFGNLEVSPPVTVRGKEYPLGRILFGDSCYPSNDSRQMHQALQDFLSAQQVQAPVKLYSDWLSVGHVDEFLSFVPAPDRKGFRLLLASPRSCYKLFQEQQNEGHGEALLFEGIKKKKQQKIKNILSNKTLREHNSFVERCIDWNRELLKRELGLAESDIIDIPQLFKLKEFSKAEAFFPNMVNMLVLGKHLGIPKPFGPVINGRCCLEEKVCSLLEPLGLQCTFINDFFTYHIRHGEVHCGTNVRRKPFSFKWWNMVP
# LYPLA1 counter: counter-screen for PME1 inhibitors: inhibitors of human LYPLA1. O75608. recombinant LYPLA1, FP-Rh probe fluorescence polarization. inhibition, % at 5.9 µM. actives 0.16% (n = 320,000). AID 2174;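 active = inhibition above the mean of all tested compounds plus 3 SD, set per campaign, cut at about 14% in these data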;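 also: inhibitors block serine hydrolase probe labeling of LYPLA1 so polarization falls; 0% = enzyme with DMSO and 100% = wells lacking LYPLA1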
# * = called active by the depositor; x = not tested or not shown. These rows are one share of the data. The share of hits here may be higher or lower than overall.
Structure	PAFAH1B3 FP inh	GSTO1 inh	PAFAH2 FP inh	LYPLA2 counter	ZTA DNA inh	EBNA-1 inhibitor	PREPL inh	PAD4 inh	LYPLA1 counter
Cn1c(C(=O)O)ccc1S(=O)(=O)N(Cc1ccccc1)Cc1ccccc1	-2	-6	-4	1	11	8	5	-1	5
CC(OC(=O)Cc1c[nH]c2ccccc12)C(=O)c1ccccc1 (configuration not stated)	10	x	-2	0	1	x	12	2	-2
COCCCN1CC(=O)N2C(c3ccc(OC)c(OC)c3)c3[nH]c4ccccc4c3C[C@H]2C1=O (some centres not stated)	-5	2	9	7	2	6	6	1	-6
Nc1nc(Cl)nc(N(c2ccccc2)c2ccccc2)n1	10	13	4	0	-10	1	-10	-5	-4
CSc1ccccc1Sc1cc(C(=O)O)c2ccccc2n1	2	-23	14	2	-5	4	8	6	-1
COc1ccc(N2C(=O)/C(=C\c3ccco3)N=C2SCC(=O)NC(C)(C)C)cc1Cl	-4	-4	-1	-3	-2	7	-3	-11	-4
CC(C)=CC(=O)Nc1ccc(Cl)cc1	1	3	-5	4	1	10	0	-1	-4
CC(C)N(C(=O)Cn1c(-c2ccccc2Cl)nc2ccccc21)c1ccccc1	0	0	0	-2	-8	0	0	-2	-4
O=C(/C=C/c1cc([N+](=O)[O-])ccc1OC(F)F)NCc1ccc(F)cc1	7	-4	-5	-3	9	-7	7	3	-1
Cc1ccc(C(=O)N2CCOCC2)cc1S(=O)(=O)N1CCCCC1	-4	4	-14	3	-17	2	7	6	-2
COc1ccccc1NC(=O)CSc1nnc(CC(=O)Nc2ccccc2C)n1C	2	7	-8	5	-6	4	-4	-4	4
Cc1nc2ccccc2n1CC(=O)OCC(=O)N1CCC(C)CC1	12	x	3	x	x	x	17	-2	x
CN(C)S(=O)(=O)Nc1ccc2c(c1)Cc1ccccc1-2	0	0	5	0	-6	-1	-28	0	-2
O=C(O)c1ccc(NS(=O)(=O)c2ccc3nnn(O)c3c2)cc1	0	-4	-6	-2	-13	-14	5	-10	-1
COc1ccc(-n2ncc3c(N(C)C4CCCCC4)ncnc32)cc1	2	5	0	-1	-4	10	-7	0	-2
CS(=O)(=O)c1ccc(-c2cccc(NC(=O)COc3ccc(Cl)cc3)c2)nn1	-1	-5	-5	-2	5	-5	10	-7	-2
O=C(Nc1ccccc1F)c1ccn[nH]1	4	3	3	-2	8	5	-2	-6	-3
Cc1ccc(-c2cc(C(F)(F)F)n3ncc(C(=O)N4CCCCC4c4cccnc4)c3n2)cc1 (configuration not stated)	11	-3	4	-5	9	-4	-3	-3	-4
Cc1cc(SCc2cccc(Cl)c2)nc(=O)[nH]1	8	-1	7	4	11	-13	7	-2	-2
CCOc1ccc(C=NNC(=O)c2ccc(-n3cnnn3)cc2)cc1	0	x	7	x	x	x	2	-4	x

# The listing continues.
Structure	PAFAH1B3 FP inh	GSTO1 inh	PAFAH2 FP inh	LYPLA2 counter	ZTA DNA inh	EBNA-1 inhibitor	PREPL inh	PAD4 inh	LYPLA1 counter
CCc1ccc(C(=O)CN2C(=O)C(C)N(c3ccc(C)cc3)C2=O)cc1 (configuration not stated)	-6	2	2	2	-14	-7	1	-3	3
O=C(O)CSCC(=O)Nc1cccc(C(F)(F)F)c1	2	-3	1	0	5	-4	13	-5	0
Cc1ccc(C(C)C)c(OCC(=O)OCC(=O)NC2CC2)c1	16	x	6	x	x	x	18	3	x
CCOc1cccc2cc(C(=O)Nc3cc(C)on3)c(=O)oc12	-8	-5	2	5	4	-1	2	-3	2
CCOC(=O)N1CCN(C(=O)COC(=O)c2oc3ccc(OC)cc3c2C)CC1	-2	1	4	11	5	-1	0	-3	0
O=C(Nc1cccc(-c2cnc3ccccc3n2)c1)c1ccc(Cl)cc1	0	1	-2	2	-12	-18	16	-2	0
CCS(=O)(=O)c1nc(S(=O)(=O)c2ccc(Cl)cc2)c(N2CCOCC2)s1	5	-11	2	1	-5	10	7	-1	1
C=CCn1cnc2c(nnn2-c2ccc(Cl)cc2)c1=O	7	-2	9	0	1	4	-2	-1	-2
CCC(C(=O)Nc1ncccn1)(C(F)(F)F)C(F)(F)F	-3	-2	1	0	-6	14	-2	-3	1
Cc1ccc(C(=O)Cn2c(=N)n(N)c3ccccc32)cc1	-4	4	-2	2	-18	-15	12	-3	1
Cc1ccc(OCc2nnc(SCC(=O)NC3CCCCC3)n2C)cc1	-1	-4	1	8	-16	-5	23	-4	4
NC1=NC[C@H](c2ccccc2)N1CC1CCCCC1	4	0	-6	-2	9	-6	-2	-4	-2
C1=C(N2CCOCC2)/C(=C/c2nc3ccccc3[nH]2)CC1	6	15	4	5	-16	-4	18	-1	-2
COc1ccc2c(c1)CCc1sc(NC(=O)c3ccco3)nc1-2	-1	2	-7	10	4	2	15	-4	5
O=C(CNC(=O)c1ccc(Cl)cc1Cl)OCC(=O)c1ccc2c(c1)OCCO2	1	7	-4	5	10	2	-11	-1	2
O=C(Nc1ccccc1OCc1ccccc1)c1ccccc1Br	9	-1	5	2	-2	-7	-5	-6	-6
CCCCNc1nnc(SCC(=O)c2c(N)n(C3CC3)c(=O)[nH]c2=O)s1	7	x	4	x	x	x	29	-9	x
Cc1cccc(C)c1OCCCN1CCCC1	3	5	2	-1	-8	10	-5	0	0
O=C(CCC(=O)Nc1ccc(F)cc1)N/N=C/c1ccccc1	10	-2	-2	-5	-6	15	-3	1	-1
O=C(CNc1cccc(S(=O)(=O)N2CCCCCC2)c1)Nc1cccc([N+](=O)[O-])c1	14	x	12	1	6	x	6	0	-10

# Given with two lines to a compound: 2 of the compounds above.
# Values run as follows: PAFAH1B3 FP inh | GSTO1 inh | PAFAH2 FP inh | LYPLA2 counter | ZTA DNA inh | EBNA-1 inhibitor | PREPL inh | PAD4 inh | LYPLA1 counter
CCCCNc1nnc(SCC(=O)c2c(N)n(C3CC3)c(=O)[nH]c2=O)s1
    7 | x | 4 | x | x | x | 29 | -9 | x
Cc1cccc(C)c1OCCCN1CCCC1
    3 | 5 | 2 | -1 | -8 | 10 | -5 | 0 | 0

# Next part
Structure	PAFAH1B3 FP inh	GSTO1 inh	PAFAH2 FP inh	LYPLA2 counter	ZTA DNA inh	EBNA-1 inhibitor	PREPL inh	PAD4 inh	LYPLA1 counter
CCOc1ncccc1C(=O)Nc1ccc(-c2cn3ccsc3n2)cc1	8	-4	5	11	2	-3	2	1	0
CCNC(=O)CC1C(=O)N(CC)C(=S)N1NC(=O)c1cccnc1 (configuration not stated)	1	9	1	4	0	2	16	4	1
CCN(CC(=O)Nc1ccc(NC(C)=O)cc1)C(=O)c1c(C)nn(-c2ccc(F)cc2)c1Cl	12	x	-5	x	x	x	19	2	x
CCOc1ccc2nc(NC(=O)c3c([N+](=O)[O-])cnn3CC)sc2c1	-2	5	10	7	8	5	8	-5	2
CCOC(=O)Cn1c(=O)c2c(nc3n2CC(C)CN3Cc2ccccc2)n(C)c1=O (configuration not stated)	2	-1	1	-5	1	-3	16	3	-8
CC1CCN(c2ccccc2NC(=S)NC(=O)c2ccc(-c3cccc([N+](=O)[O-])c3)o2)CC1	-1	3	-5	0	2	9	-3	1	-1
COCCNC(=O)c1ccc(N2CC3CC(C2)c2cccc(=O)n2C3)c(NC(=O)c2c(F)cccc2F)c1 (configuration not stated)	7	10	0	-3	-14	-4	13	1	-4
Cc1cccc(OCCSc2nc(N)cc(N)n2)c1	0	2	-3	7	-3	6	9	-5	2
CC(C)N(Cc1ccccc1)C(=O)c1ccc2nsnc2c1	8	0	-1	2	-3	1	4	2	0
Cc1nn(-c2ccccc2)c2c1C(=O)NC(=O)C(C)(C)C2	0	6	-1	0	9	-2	-4	0	3
COc1cccc(NC(=O)COC(=O)c2c(F)cccc2Cl)c1	4	0	61*	6	9	4	9	2	1
O=C(Nc1ccc(Br)cc1)C1OCCc2ccccc21 (configuration not stated)	2	-2	-3	4	-9	-3	-9	-3	2
COc1ccccc1N(O)C1CC(=O)N(c2ccc(Br)cc2)C1=O (configuration not stated)	13	51*	7	1	-5	9	19	-7	2
Cc1cccc(C(=O)N2CCCC(Nc3ccc(F)c(F)c3)C2)n1 (configuration not stated)	2	2	1	2	-9	1	20	-2	0
COc1ccc(-n2c(O)c(/C=N/n3cnnc3)c3ccccc3c2=O)cc1	6	6	3	0	6	1	4	-2	3
CCSc1nc2ccccc2n1Cc1ccccc1F	0	7	12	3	7	-8	0	-7	4
CCOC(=O)CNC(=O)c1ccc2[nH]c3ccccc3c2c1	-9	4	10	-2	-12	-10	15	-5	1
C=CCn1c(SCc2cccnc2)nnc1-c1ccncc1	3	5	3	6	5	5	6	-1	-2
NS(=O)(=O)c1ccc(CNC(=O)Cc2ccccc2[N+](=O)[O-])cc1	0	6	5	2	1	-18	0	-7	-2
COc1ccc(NC(=O)CCc2nnc3ccc(NCc4ccc5c(c4)OCO5)nn23)cc1	3	8	-1	4	-14	-12	3	2	1

# Record cards (already shown). Order of screens: PAFAH1B3 FP inh | GSTO1 inh | PAFAH2 FP inh | LYPLA2 counter | ZTA DNA inh | EBNA-1 inhibitor | PREPL inh | PAD4 inh | LYPLA1 counter
# Cc1cccc(OCCSc2nc(N)cc(N)n2)c1 as listed: 0 | 2 | -3 | 7 | -3 | 6 | 9 | -5 | 2
# CC(C)N(Cc1ccccc1)C(=O)c1ccc2nsnc2c1 as listed: 8 | 0 | -1 | 2 | -3 | 1 | 4 | 2 | 0

# Next compounds
compound | PAFAH1B3 FP inh | GSTO1 inh | PAFAH2 FP inh | LYPLA2 counter | ZTA DNA inh | EBNA-1 inhibitor | PREPL inh | PAD4 inh | LYPLA1 counter
CC(=O)NNC(=S)NCCc1ccccc1 | 1 | 5 | 11 | -4 | 1 | -12 | 13 | 5 | 3
Cc1cccc(C)c1N1CCN(S(=O)(=O)c2ccc(F)cc2)CC1 | -1 | 5 | -7 | -5 | 4 | 7 | -15 | -4 | -1
CCn1c(C)c(P(c2ccccc2)c2ccccc2)[n+]2ccccc12 | -2 | 14 | 0 | 1 | 4 | 2 | 11 | -2 | 1
C=CCN1C(=O)CSC1=Nc1ccc(O)cc1 | 1 | 6 | 5 | 8 | -11 | -2 | 7 | -2 | 1
O=C(Nc1cc(=O)[nH]c2ncnn12)c1ccco1 | 0 | -8 | -42 | -4 | 1 | -2 | 4 | -6 | -2

# Compounds shown so far containing a CF3 group:
compound | PAFAH1B3 FP inh | GSTO1 inh | PAFAH2 FP inh | LYPLA2 counter | ZTA DNA inh | EBNA-1 inhibitor | PREPL inh | PAD4 inh | LYPLA1 counter
Cc1ccc(-c2cc(C(F)(F)F)n3ncc(C(=O)N4CCCCC4c4cccnc4)c3n2)cc1 (configuration not stated) | 11 | -3 | 4 | -5 | 9 | -4 | -3 | -3 | -4
O=C(O)CSCC(=O)Nc1cccc(C(F)(F)F)c1 | 2 | -3 | 1 | 0 | 5 | -4 | 13 | -5 | 0
CCC(C(=O)Nc1ncccn1)(C(F)(F)F)C(F)(F)F | -3 | -2 | 1 | 0 | -6 | 14 | -2 | -3 | 1

# Arranged by value in PAFAH2 FP inh (lowest first): some entries from above.
SMILES	PAFAH2 FP inh
O=C(/C=C/c1cc([N+](=O)[O-])ccc1OC(F)F)NCc1ccc(F)cc1	-5
Cc1nn(-c2ccccc2)c2c1C(=O)NC(=O)C(C)(C)C2	-1
CCc1ccc(C(=O)CN2C(=O)C(C)N(c3ccc(C)cc3)C2=O)cc1 (configuration not stated)	2
Nc1nc(Cl)nc(N(c2ccccc2)c2ccccc2)n1	4
COc1cccc(NC(=O)COC(=O)c2c(F)cccc2Cl)c1	61*
